Source: PubChem BioAssay
JMJD2A Tudor inh = blocks the human JMJD2A Tudor domain; O75164; AlphaScreen JMJD2A-Tudor / H3K4me3 peptide binding; Potency, µM (highest dose often 114 µM), for the others: at the top dose activity change, negative = inhibition, most hits filed as inhibitors; 390,000 compounds, 4.4% hits; AID 504339; also: potency is read from the fitted curve at half-maximal effect; % is scaled to controls: 0 for no effect and ±100 for the full control effect; nearly all actives have a fitted effect of over 50% in size
HP1b chromo inh = HP1-beta chromodomain-methylated histone interaction inhibition | Potency, µM (series often up to 114 µM), inactives show at the highest dose activity change, negative = inhibition, actives largely listed as inhibitors | 390,000 compounds, 0.56% hits | P83916 | AlphaScreen HP1-beta / biotin-H3K9me3 peptide binding; also: potency is read from the fitted curve at half-maximal effect; nearly all actives have a fitted effect of over 70% in size; inactives centre near 23
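AlphaScreen: HP1-beta (50 nM) preformed 30 min with biotin-H3(1-18)K9me3 peptide (50 nM) in PBS pH 7.4, 0.01% Tween-20. Compound added for 30 min at RT, then streptavidin donor/nickel chelate acceptor beads (10 ug/mL) for 30 min.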
G9a block = G9a (human) methyltransferase inhibition. AID 504332. 350,000 compounds, 8.8% hits. G9a H3K9 monomethylation, AlphaScreen, 2 h. Potency, µM (highest dose often 102 µM), for inactives: top-dose activity, negative = inhibition, actives largely listed as inhibitors. Q96KQ7; also: potency is read from the fitted curve at half-maximal effect; % is scaled to controls: 0 for no effect and ±100 for the full control effect; nearly all actives have a fitted effect of over 75% in size
Target sequence (Q96KQ7 913-1193 limits assumed): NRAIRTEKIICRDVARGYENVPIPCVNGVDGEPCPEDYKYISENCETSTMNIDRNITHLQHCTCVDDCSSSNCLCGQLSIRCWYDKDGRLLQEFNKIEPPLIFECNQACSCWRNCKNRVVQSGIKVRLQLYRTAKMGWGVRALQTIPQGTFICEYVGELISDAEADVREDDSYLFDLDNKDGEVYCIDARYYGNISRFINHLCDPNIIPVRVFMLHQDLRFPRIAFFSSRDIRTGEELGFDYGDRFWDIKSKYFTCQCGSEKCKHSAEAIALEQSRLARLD
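Methyltransferase reactions run at room temperature for 2 h (20 nM enzyme, 500 nM biotin-H3K9 peptide, 20 uM SAM) after a 15 min compound preincubation; product detected by AlphaScreen beads and anti-H3K9me1 antibody.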
PGK inhibitor = inhibitors of T. brucei phosphoglycerate kinase; PGK/GAPDH coupled, Kinase-Glo luminescence, 60 min; 380,000 compounds, 0.043% hits; Potency, µM (titrated, usually from 57.5 µM), for the others: at the highest dose activity change, negative = inhibition, usual class: inhibitors; P07378; also: potency is read from the fitted curve at half-maximal effect; % is scaled to controls: 0 for no effect and ±100 for the full control effect; nearly all actives have a fitted effect of over 60% in size
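Luminescent ATP detection (Kinase-Glo Plus) follows a 60-minute room-temperature incubation, with wells lacking PGK as controls. Buffer: 100 mM TEA (pH 7.6), 5 mM MgCl2, 0.01% Tween-20. Coupling enzyme GAPDH (100 nM final) supplies unstable 1,3-BPG in-well.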
GLS inh = inhibitors of human glutaminase (GLS). AID 624170. 410,000 compounds, 0.21% hits. GLS enzymatic activity, qHTS titration. O94925. Potency, µM (series often up to 45.5 µM), inactives show at the top dose activity change, negative = inhibition, usual class: inhibitors; also: potency is read from the fitted curve at half-maximal effect; % is scaled to controls: 0 for no effect and ±100 for the full control effect
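hKGA; 45 mM KH2PO4 pH 8.2 + 0.02% Tween-20; cpd via pin tool; 1 mM Gln soln; GluOx/HRP/Amplex Red; RT 30 min; fluor. t0 & final.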
PI4K2A inh = blocks human PI4K2A kinase activity; Q9BTU6; purified PI4K2A, ADP-Glo luminescence, 1 h; stronger effect = lower value; activity change, negative = inhibition, % at 76.9 µM; 420,000 compounds, 0.13% hits; AID 1346378; in the data active = activity change below about -50%; inconclusive = mostly about -30% to -49%;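 also: -100% = wells without enzyme as full effect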
Target sequence (Q9BTU6 whole entry, looked up): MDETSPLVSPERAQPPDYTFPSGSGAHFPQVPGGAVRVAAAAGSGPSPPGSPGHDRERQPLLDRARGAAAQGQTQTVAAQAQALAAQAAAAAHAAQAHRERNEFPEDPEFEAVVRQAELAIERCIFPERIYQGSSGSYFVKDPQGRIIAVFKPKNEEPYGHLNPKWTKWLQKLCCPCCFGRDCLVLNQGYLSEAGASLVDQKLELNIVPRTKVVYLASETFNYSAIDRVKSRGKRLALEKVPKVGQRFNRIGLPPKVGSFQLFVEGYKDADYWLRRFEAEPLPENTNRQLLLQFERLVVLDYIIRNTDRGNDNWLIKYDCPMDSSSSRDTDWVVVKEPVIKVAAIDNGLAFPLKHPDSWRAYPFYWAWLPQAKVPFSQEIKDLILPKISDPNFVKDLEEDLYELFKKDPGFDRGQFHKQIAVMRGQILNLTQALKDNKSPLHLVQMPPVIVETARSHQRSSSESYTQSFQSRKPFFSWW
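PI4K2A activity was measured by ADP-Glo luminescence: enzyme (4 ug/mL stock) and phosphatidylinositol (1.2 mM stock) in Tris pH 7.5/MgCl2/EGTA/Triton X-100 buffer were reacted with ATP (300 microM stock) for one hour at ambient temperature.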
Pin1 inh = blocks the human prolyl isomerase Pin1. Q13526. Pin1 FP peptide displacement, HiFluor488, 10 min. Potency, µM (highest dose often 115 µM), inactives show at the top dose activity, negative = inhibition, hits mostly inhibitors. 390,000 compounds, 0.009% hits; active = well fitted inhibition curve with a large enough effect in the polarisation, with a control signal flat, not every such curve was filed as active; inconclusive = small, poorly fitted or top-dose-only effect, or effect the other way, or a change in a side signal; inactive = no such curve, though single readings can be large or run the other way; the % refers to the polarisation; also: potency is read from the fitted curve at half-maximal effect; % is scaled to controls: 0 for no effect and ±100 for the full control effect
Target sequence (Q13526 whole entry, looked up): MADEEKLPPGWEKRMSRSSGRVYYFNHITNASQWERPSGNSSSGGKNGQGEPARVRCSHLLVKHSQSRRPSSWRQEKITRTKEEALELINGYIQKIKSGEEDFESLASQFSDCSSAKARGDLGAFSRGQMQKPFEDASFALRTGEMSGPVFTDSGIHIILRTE
BAZ2B inh = BAZ2B (human) inhibition; 360,000 compounds, 4.4% hits; Potency, µM (top dose mostly 114 µM), without a hit: at the highest dose activity change, negative = inhibition, actives largely listed as inhibitors; Q9UIF8; AlphaScreen BAZ2B-H3K14Ac peptide displacement; also: potency is read from the fitted curve at half-maximal effect; % is scaled to controls: 0 for no effect and ±100 for the full control effect; nearly all actives have a fitted effect of over 60% in size
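Compounds, titrated to a top concentration of 110 uM, were incubated 30 min at room temperature with preformed BAZ2B/acetyl-K14 H3 peptide complex (50 nM each). Proximity signal was measured by AlphaScreen after 20 min with beads.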
Pol eta inh = blocks human DNA polymerase eta activity. Q9Y253. recombinant Pol eta, fluorescent DNA replication assay. Potency, µM (doses to about 114 µM), inactives show at the top dose activity change, negative = inhibition, actives largely listed as inhibitors. 390,000 compounds, 1.2% hits; also: potency is read from the fitted curve at half-maximal effect; % is scaled to controls: 0 for no effect and ±100 for the full control effect
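Pol eta at 10 nM preincubated with compounds 15 min at room temperature; reaction started with fluorescent substrate (50 nM final) and read kinetically at 0 and 10 min.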
Active calls of the source: *; i = inactive; ? = inconclusive; nt = no result given; & = joins results of further samples; [ ] = dose if it differs, or a comment. Unless noted, calls follow the shape of the dose curve; as a rule, active = well fitted curve in the direction sought with a large enough effect; inconclusive = small, poorly fitted or top-dose-only effect, or another doubt; inactive = no such curve, though single readings can be large; an effect the other way counts as inactive or inconclusive. Only part of the results is shown, so the mix of outcomes need not match the whole.

JMJD2A Tudor inh	HP1b chromo inh	G9a block	PGK inhibitor	GLS inh	PI4K2A inh	Pin1 inh	BAZ2B inh	Pol eta inh	mol
-6%	8%	17%	16%	28%	-5	5%	1%	-1%	COc1cccc(CC(NC(C)=O)C(=O)NC2CCN(C(=O)Nc3ccc(C)cc3)CC2)c1 (centres undefined)
-4%	19%	11%[12.7 µM]	-10%	6%	-5	7%	13%	-17%	COc1ccc(C(CNC(=O)c2ccco2)N2CCCC2)cc1 (centres undefined)
-18%	25%	?	-2%	-10%	-4	4%	3%	-23%	COc1cccc(/C=N/NC(=O)c2cc(C34CC5CC(CC(C5)C3)C4)[nH]n2)c1
nt	nt	nt	-5%	4%	3	nt	nt	-19%	CCC(CC)c1nnc(NC(=O)Cc2c[nH]c3ccccc23)s1
-10%	8%	-6%	-3%	1%	7	9%	12%	0%	Cc1ccc(C)c(S(=O)(=O)N2CCN(C(=O)c3ccncc3)CC2)c1
-17%	-3%	-31%	-12%	0%	-17	1%	-7%	-11%	CC(C)N1CCC(N2CCN(Cc3ccc4nonc4c3)CC2CCO)CC1 (centres undefined)
-14%[11.4 µM]	54%[activator]	-33%[59 µM]	?	-2%	-13	?	20µM*	50µM*	O=C(N/N=C/c1ccncc1)c1cccc(S(=O)(=O)Nc2ccc(Cl)cc2)c1
-8%	31%	nt	-2%	0%	5	1%	6%	-15%	Cc1cccc(Cc2nnc(CCC(=O)N(C)C3CCOC3)o2)c1 (centres undefined)
-29%	-3%	nt	-10%	1%	-1	6%	nt	-6%	O=C(CSc1nc2ccccc2c(=O)n1CCCN1CCOCC1)Nc1ccc(Br)cc1
2%	24%	?	i	6%	-2	6%	-2%	-13%	O=C(CCC1CCCC1)NNC(=O)c1ccc(F)cc1
-30%	2%	?	-4%	3%	3	-5%	-15%	-8%	Cc1ccc2c(CC(=O)Nc3ccc(S(=O)(=O)Nc4nc(C)cc(C)n4)cc3)coc2c1
3%	48%[activator]	-9%[59 µM]	i	1%	-6	5%	-7%	-9%	CCOC(=O)c1cnc2c(ccc3ccccc32)c1Nc1cccc(Cl)c1

Pulled by compound from above (2):
JMJD2A Tudor inh	HP1b chromo inh	G9a block	PGK inhibitor	GLS inh	PI4K2A inh	Pin1 inh	BAZ2B inh	Pol eta inh	mol
-4%	19%	11%[12.7 µM]	-10%	6%	-5	7%	13%	-17%	COc1ccc(C(CNC(=O)c2ccco2)N2CCCC2)cc1 (centres undefined)
-30%	2%	?	-4%	3%	3	-5%	-15%	-8%	Cc1ccc2c(CC(=O)Nc3ccc(S(=O)(=O)Nc4nc(C)cc(C)n4)cc3)coc2c1

(cont.)
JMJD2A Tudor inh	HP1b chromo inh	G9a block	PGK inhibitor	GLS inh	PI4K2A inh	Pin1 inh	BAZ2B inh	Pol eta inh	mol
-21%	20%	-20%	4%	-1%	-4	2%	4%	-5%	CC(C)C(NC(=O)c1ccccc1)C(=O)OCc1cc([N+](=O)[O-])cc2c1OCOC2 (centres undefined)
-9%	40%[activator]	-2%	i	-5%	0	-1%	1%	-10%	O=C1NC(c2ccc(Cl)cc2)Oc2ccccc21 (centres undefined)
8%	60%[activator]	-12%[12.7 µM]	-5%	2%	3	0%	?	-4%	O=C(c1cnc2ccc(Cl)cc2c1Cl)N1CCOCC1
-14%	-5%	nt	-7%	12%	-6	1%	-4%	-14%	CCn1c(CC(=O)Nc2ccc(C)c(Cl)c2)nnc1SCCOc1ccc(OC)cc1
-7%	16%	2%	-1%	9%	10	0%	0%	6%	Cc1noc(C)c1S(=O)(=O)N1CCCC(C(=O)NCCC2=CCCCC2)C1 (centres undefined)
-20%	11%	nt	-7%	-1%	0	1%	?	-2%	CCc1nn(C(CC)C(=O)NCCCc2ccccc2)c(=O)c2cc3occc3n12 (centres undefined)
25µM*	32%[activator]	35µM*	i	-9%	-2	?	?	-14%	O=C(O)c1c[nH]c2c(C(F)(F)F)cccc2c1=O
-8%	16%[57 µM]	nt	i	-8%	1	23%	nt	-16%	Cc1c(F)cccc1NS(=O)(=O)c1ccc(N2CCCC2=O)cc1
-2%	66%[activator]	-20%	-4%	-7%	1	5%	-3%	0%	COc1ccccc1CCNS(=O)(=O)c1cc2c3c(c1)CCN3C(=O)CC2
-11%	28%	11%[59 µM]	i	18%	-12	-11%	-16%	-15%	CC(=O)Nc1ccc(NS(=O)(=O)c2ccccc2)cc1
-36%	12%	-17%	nt	3%	3	44%[activator]	?	-3%	Cc1ccc(-c2cc(C(=O)N/N=C/c3c(C)nn(-c4ccccc4)c3C)n[nH]2)s1
6%	27%	10%[59 µM]	-4%	7%	-2	0%	5%	-21%	O=C(CSc1nc(=O)[nH]c2c1CCC2)NCc1ccc(Cl)cc1
-10%	17%	3%	-1%	0%	1	-1%	-22%	6%	O=C(NCCNS(=O)(=O)c1ccccc1)c1ccc([N+](=O)[O-])cc1
28%	37%[activator]	17%[2.33 µM]	-11%	-6%	-2	-1%	9%	-8%	CCOCCCNC(=O)c1ccc(/C=C2\Oc3ccccc3N(C)C2=O)cc1
40µM*	14%	?	-4%	-11%	-2	-8%	?	-14%	COc1ccc(N2CCN(C(=O)C3CCN(S(=O)(=O)c4ccc(C)cc4)CC3)CC2)cc1
3%	39%[activator]	2%	i	-2%	-2	-1%	0%	-10%	COC(=O)c1cc(S(=O)(=O)N2CCN(c3ccc(F)cc3)CC2)c[nH]1
-1%	42%[activator]	20%[59 µM]	3%	4%	1&2	-3%	-21%	-17%	C=CCNc1ncnc2ccc(Br)cc12
9%	64%[activator]	?	-2%	-7%	4	8%	9%	-16%	Cc1cc(C)c2c(N)c(C(=O)NCC3CCCCC3)sc2n1
-4%	61%[activator]	4%	nt	2%	5	-1%	1%	-12%	CCc1ccc(CC(=S)N2CCOCC2)cc1
nt	nt	nt	-2%	1%	-5	nt	nt	-1%	COCCn1c(=S)[nH]c2cc(C(=O)NCc3ccccc3)ccc2c1=O
-29%	19%	?	-5%	0%	3	-11%	-11%	-20%	CCc1cc(C(=O)c2ccc(C)cc2)c(NC(=O)CCl)s1
-3%	33%	?	2%	11%	0	-6%	19%	-14%	CCC1CCCN1Cn1cnc2c([nH]c3ccc(C)cc32)c1=O (centres undefined)
7%	50%[activator]	?	2%	4%	3	-1%	0%	-4%	Cc1ccc(OCC(=O)NC(C)c2ccccc2)cc1 (centres undefined)
-9%[11.4 µM]	52%[activator]	-1%	5%	3%	0	5%	nt	2%	CC(Sc1n[nH]c(N)n1)C(=O)Nc1cccc(S(=O)(=O)N2CCOCC2)c1 (centres undefined)
-10%	20%	28%	2%	5%	0	-2%	3%	-2%	Cc1ccc(C(=O)CCC(=O)Nc2ccccc2C)c(C)c1
-18%	22%	-37%	i	2%	3	-1%	-18%	-5%	COc1ccc(CCN2CC(C(=O)O)CC2=O)cc1OC (centres undefined)
-12%	35%	1%[59 µM]	1%	15%	-2	0%	4%	-30%	CC(C)COP(=O)(OCC(C)C)C(Nc1ccccc1)c1ccc2c(c1)OCO2 (centres undefined)
34%	110%[activator]	nt	1%	-2%	-1	5%	nt	-18%	COC(=O)c1sccc1NC(=O)c1cccc(F)c1
-27%	24%	-27%	0%	3%	5	2%	-4%	-9%	CCn1c(SCC(=O)c2ccccc2)nnc1-c1ccoc1C
5µM*	?	9%[12.7 µM]	nt	-15%	-1	1%	?	nt	COc1ccccc1NC(=O)CCn1cnc2ccccc2c1=O
-11%	54%[activator]	nt	0%	1%	3	-4%	-11%	?	O=[N+]([O-])c1ccc(N/N=C\c2cccnc2)nc1
?	-9%	?	-7%	3%	-4	2%	-34%	0%	C#CCOCCOCCOCCNc1nc(N2CCOCC2)nc(N2CCN(C(=O)[C@H](Cc3cc4ccccc4[nH]3)n3cc([C@@H](N)CC(C)C)nn3)CC2)n1
?	6%	?	-6%	2%	1	-1%	?	-3%	Cc1ccc(NC(=S)NNC(=O)c2ccccc2O)c(C)c1
-21%	49%	nt	5%	1%	0	?	nt	-13%	CSCCC(NC(=O)COc1ccccc1)C(=O)N1CCN(c2cccc(C(F)(F)F)c2)CC1 (centres undefined)
?	-24%	-31%	i	-13%	0	-3%	?	-8%	COc1ccccc1/C=N/NC(=S)NCc1ccco1
-17%&-21%	6%&22%	22%[59 µM]	-11%	11%	-2	1%&4%	3%	-15%	Cc1ccc(SCCN2CCN(CC(C)C)CCC2=O)cc1
4%	33%	4%	-6%	-10%	0	-10%	-2%	-6%	Cc1ccc(NC(=O)COC(=O)Cn2cnc3c2c(=O)n(C)c(=O)n3C)cc1Cl
2%	55%	-42%	-7%	46%[activator]	2	1%	1%	-5%	C/C(=N\NC(=O)c1ccc(Cl)cc1)c1cccc(NC(=O)C(C)C)c1
-22%	4%	-40%	-14%	2%	-16	-14%	?	-16%	Cc1nc(NC(C)c2ccccc2)sc1C(=O)Nc1ccccc1 (centres undefined)
-14%	13%	-30%[59 µM]	2%	-2%	3	8%	-2%	-12%	CCN(c1ccccc1)S(=O)(=O)c1cc(Br)cc2c1N(C(=O)C1CC1)CC2
-7%	29%	-10%[59 µM]	-6%	-2%	-2	-4%	2%	-7%	O=C1N(CN2CCC3(CC2)OCCO3)c2ccccc2C12OCCCO2
-16%	24%	4%[59 µM]	-7%	11%	0	1%	-20%	-17%	CCOc1ccc(NS(=O)(=O)c2ccc(C(=O)NCC(c3ccco3)N3CCCC3)cc2)cc1 (centres undefined)
-14%[57.1 µM]	20%	32%	-1%	-3%	-5	2%	-9%	1%	O=C(CCNc1n[nH]c(=O)[nH]c1=O)N/N=C/c1ccccc1Br
23%	4%	20µM*	-3%	-26%	4	-5%	8%	-16%	CCOC(=O)c1c(-c2ccc(F)cc2)csc1NC(=O)C1CCCO1 (centres undefined)
